# Screening data (PubChem)
# ERG Ets-DNA blk: inhibitors of human ERG Ets domain-DNA interaction. P11308. Potency, µM (titrated, usually from 76.9 µM), without a hit: at the top dose FP activity, negative = inhibition, actives largely listed as inhibitors. hit rate 0.028% among 370,000. fluorescence polarization, His-ERG Ets domain / labelled DNA; active = well fitted inhibition curve with a large enough effect in the polarisation, with a control signal flat; inconclusive = small, poorly fitted or top-dose-only effect, or effect the other way, or a change in a side signal; inactive = no such curve, though single readings can be large or run the other way; the % refers to the polarisation;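 also: polarization taken with two DNA probes labelled with fluorescein and Texas red; potency is read from the fitted curve at half-maximal effect; % of control where 0% means no effect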
#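 His-tagged ERG Ets domain (1 uM in the protein solution; 300mM KCl, 50mM Tris-HCl, 1mM EDTA, 1mM DTT, pH 7.5) received compound, then a probe mix of 5 nM fluorescein-DNA and 100nM Texas-615-DNA. Fluorescence polarization was read for both dyes.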
# GLS inhibitor: blocks human kidney-isoform glutaminase activity. GLS enzymatic activity, qHTS titration. Potency, µM (doses to about 45.5 µM), for the others: at the top dose activity change, negative = inhibition, actives largely listed as inhibitors. hit rate 0.21% among 410,000. AID 624170; also: potency is read from the fitted curve at half-maximal effect; % is scaled to controls: 0 for no effect and ±100 for the full control effect
#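 Compounds were pin-transferred onto hKGA, after which L-glutamine (1 mM solution) and a detection mix of glutamate oxidase, HRP and Amplex Red were added. Initial and 30 min RT fluorescence reads were collected.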
# HP1b chromo inh: HP1-beta chromodomain-methylated histone interaction inhibition. Potency, µM (series often up to 114 µM), without a hit: at the highest dose activity change, negative = inhibition, most hits filed as inhibitors. AID 540317. AlphaScreen HP1-beta / biotin-H3K9me3 peptide binding. P83916. hit rate 0.56% among 390,000; also: potency is read from the fitted curve at half-maximal effect; nearly all actives have a fitted effect of over 70% in size; inactives centre near 23
#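 Compound inhibition of the preformed complex between 50 nM HP1-beta and 50 nM biotinylated H3K9me3 peptide was read by AlphaScreen. Buffer was PBS pH 7.4 with 0.01% Tween-20. Incubations ran 30 min at room temperature, with 10 ug/mL donor/acceptor beads.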
# BAZ2B inh: BAZ2B (human) inhibition; Q9UIF8; AlphaScreen BAZ2B-H3K14Ac peptide displacement; Potency, µM (top dose mostly 114 µM), for inactives: at the highest dose activity change, negative = inhibition, most hits filed as inhibitors; hit rate 4.4% among 360,000; also: potency is read from the fitted curve at half-maximal effect; % is scaled to controls: 0 for no effect and ±100 for the full control effect; nearly all actives have a fitted effect of over 60% in size
#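 In this displacement format the biotinylated H3(5-23) peptide acetylated at Lys14 serves as ligand at 50 nM, with BAZ2B at 50 nM in PBS pH 7.4 containing 0.01% Tween-20. Donor and acceptor beads are 10 ug/mL final.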
# JMJD2A Tudor inh: JMJD2A Tudor domain (human) inhibition. O75164. AlphaScreen JMJD2A-Tudor / H3K4me3 peptide binding. Potency, µM (top dose mostly 114 µM), for inactives: top-dose activity change, negative = inhibition, hits mostly inhibitors. hit rate 4.4% among 390,000; also: potency is read from the fitted curve at half-maximal effect; % is scaled to controls: 0 for no effect and ±100 for the full control effect; nearly all actives have a fitted effect of over 50% in size
# Target sequence (O75164 whole entry, looked up, the tested form may be a part): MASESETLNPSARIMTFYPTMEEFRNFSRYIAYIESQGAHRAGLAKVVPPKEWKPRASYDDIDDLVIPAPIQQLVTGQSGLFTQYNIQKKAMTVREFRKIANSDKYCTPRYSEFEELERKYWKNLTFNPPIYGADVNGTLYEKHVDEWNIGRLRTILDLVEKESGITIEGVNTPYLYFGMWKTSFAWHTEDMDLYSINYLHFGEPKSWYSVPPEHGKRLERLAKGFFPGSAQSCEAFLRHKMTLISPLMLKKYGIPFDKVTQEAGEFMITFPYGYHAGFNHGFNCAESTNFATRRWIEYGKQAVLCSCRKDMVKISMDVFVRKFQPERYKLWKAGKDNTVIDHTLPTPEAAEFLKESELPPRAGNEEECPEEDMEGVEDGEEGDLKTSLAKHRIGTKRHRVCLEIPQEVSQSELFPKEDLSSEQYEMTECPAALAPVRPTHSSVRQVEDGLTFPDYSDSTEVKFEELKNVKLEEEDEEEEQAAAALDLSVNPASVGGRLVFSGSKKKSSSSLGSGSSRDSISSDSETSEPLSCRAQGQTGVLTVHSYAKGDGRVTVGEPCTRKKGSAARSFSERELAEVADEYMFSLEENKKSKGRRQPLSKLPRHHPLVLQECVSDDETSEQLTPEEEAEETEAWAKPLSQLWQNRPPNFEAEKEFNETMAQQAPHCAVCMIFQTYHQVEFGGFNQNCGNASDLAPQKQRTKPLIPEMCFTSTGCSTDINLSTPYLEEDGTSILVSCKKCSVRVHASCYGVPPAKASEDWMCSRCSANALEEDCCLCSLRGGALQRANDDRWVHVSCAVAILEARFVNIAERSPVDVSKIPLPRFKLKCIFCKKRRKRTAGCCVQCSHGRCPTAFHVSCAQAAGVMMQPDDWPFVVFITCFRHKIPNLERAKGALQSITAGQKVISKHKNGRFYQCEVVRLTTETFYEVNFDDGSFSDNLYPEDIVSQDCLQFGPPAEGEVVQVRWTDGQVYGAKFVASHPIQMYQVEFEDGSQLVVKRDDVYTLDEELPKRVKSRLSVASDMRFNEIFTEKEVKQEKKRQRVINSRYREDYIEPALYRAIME
# G9a inh: G9a (human) methyltransferase inhibition. Q96KQ7. G9a H3K9 monomethylation, AlphaScreen, 2 h. Potency, µM (highest dose often 102 µM), inactives show at the top dose activity, negative = inhibition, hits mostly inhibitors. hit rate 8.8% among 350,000; also: potency is read from the fitted curve at half-maximal effect; % is scaled to controls: 0 for no effect and ±100 for the full control effect; nearly all actives have a fitted effect of over 75% in size
#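 Compounds were preincubated with 20 nM G9a for 15 min, after which biotinylated H3K9 peptide (500 nM) and SAM (20 uM) started a 2 h room-temperature reaction. Monomethylated product was quantified by antibody-based AlphaScreen chemiluminescence.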
# 12-LOX inh: blocks human arachidonate 12S-lipoxygenase | purified 12hLO, xylenol orange hydroperoxide absorbance | Potency, µM (titrated, usually from 108 µM), without a hit: at the top dose activity change, negative = inhibition, hits mostly inhibitors | hit rate 1.1% among 580,000; also: potency is read from the fitted curve at half-maximal effect; % is scaled to controls: 0 for no effect and ±100 for the full control effect
#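 Purified human 12hLO (150 nM final) in 25 mM Hepes, 0.01% Triton X-100, pH 7.0 was preincubated 15 min at room temperature with compound. Then 40 uM arachidonic acid was added, 30 min. Hydroperoxide was read by Fe-XO absorbance ratio 573/405 nm.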
# RGS4 inh: blocks human RGS4-accelerated GTP hydrolysis. P49798. hit rate 0.039% among 390,000. Potency, µM (doses to about 114 µM), without a hit: at the top dose activity change, negative = inhibition, usual class: inhibitors. AID 504845. Transcreener GDP fluorescence polarization, RGS4-accelerated GTP hydrolysis; also: potency is read from the fitted curve at half-maximal effect; % is scaled to controls: 0 for no effect and ±100 for the full control effect; nearly all actives have a fitted effect of over 75% in size; some results filed as inactive show a strong effect at the top dose
#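 MLSMR compounds (23 nl, pin-transferred) preincubated 10 min at room temperature with a 500nM (2x) first reagent, then RGS4 at 900nM (2x) plus Transcreener GDP mix added; fluorescence polarization (620/688 nm) read before and after 90 min at 30 °C.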
# PI4K2A inh: inhibitors of human PI4K2A; Q9BTU6; purified PI4K2A, ADP-Glo luminescence, 1 h; stronger effect = lower value; activity change, negative = inhibition, % at 76.9 µM; hit rate 0.13% among 420,000; in the data active = activity change below about -50%; inconclusive = mostly about -30% to -49%;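 also: -100% = wells without enzyme as full effect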
#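 In this quantitative HTS, ADP production by PI4K2A was quantified luminescently after 1 h at ambient temperature; 100 microM adenosine served as plate-quality control.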
# * = called active by the depositor; ? = inconclusive; . = not tested or not shown; & = joins results of further samples; [ ] = another dose, or the depositor's remark. Unless noted, calls follow the shape of the dose curve; as a rule, active = well fitted curve in the direction sought with a large enough effect; inconclusive = small, poorly fitted or top-dose-only effect, or another doubt; inactive = no such curve, though single readings can be large; an effect the other way counts as inactive or inconclusive. A portion of the library; count on the stated rates, not on these rows.
item	ERG Ets-DNA blk	GLS inhibitor	HP1b chromo inh	BAZ2B inh	JMJD2A Tudor inh	G9a inh	12-LOX inh	RGS4 inh	PI4K2A inh	canonical_smiles
1	3%	2%	80%[activator]	3%	19%	-9%[59 µM]	-17%	-5%	2	Cc1ccc(C(C)C)c(OCC(=O)Nc2c(C(=O)c3ccccc3)oc3ccccc23)c1
2	14%	-3%	46%[activator]	0%	-3%	.	23%	-3%	0	OCC1(Cc2ccccc2)CCN(Cc2ccccn2)CC1
3	0%	0%	-2%	-17%	?	33%[activator]	10%	15%	-6	C/C(=N\N=C1/NC(=O)C(C)S1)c1ccco1 (stereo unspecified)
4	-3%	2%	16%	-17%	-15%	?	211%[activator]	5%	1	CCOc1ccc(-n2c(=O)c3ccccc3c3ccccc3c2=O)cc1
5	-2%	13%	22%	-20%	-26%	-4%	0%	8%	2	COc1cc([N+](=O)[O-])ccc1NC(=O)NNC(=O)CCc1ccccc1
6	1%	0%	22%	-15%	-17%	-9%	-12%	6%	-4	O=c1oc2ccccc2c(CNc2ccccc2)c1[N+](=O)[O-]
7	1%	-9%	39%[activator]	-28%	-11%	-5%	3%	-13%	-1	COc1ccc(Br)cc1/C=N/NC(=O)CNC(=O)C1COc2ccccc2O1 (stereo unspecified)
8	-23%	-7%	46%	0%	0%	5%[59 µM]	0%	-10%	5	Cc1cc(C)n2nc(Cc3ccccc3)nc2n1
9	4%	-6%	36%	7%	6%	50%[12.7 µM]	0%	20%	-3	CCCCNC(=O)CCC(=O)Nc1ccc2nc(N3CCOCC3)cc(C)c2c1
10	8%	0%	-15%	?	50µM*	28µM*	?	?	-27	CN(C)c1nc(-c2cn(CCC#N)c3ccccc23)cs1
11	.	-8%	19%	12%	-12%	1%[59 µM]	-7%	-12%	1	CCOC(=O)N1CCN(C2CC(=O)N(c3ccc(F)cc3)C2=O)CC1 (stereo unspecified)
12	-3%	-1%	39%[activator]	-11%	-5%	4%	120%[activator]	4%	-2	O=C(N/N=C/c1c(F)cccc1Cl)C1CC1
13	11%	-5%	10%	-11%	7%	-5%[59 µM]	-19%	-4%	?	COc1ccc2cc3cc(C(=O)NC4CC4)sc3nc2c1
14	-7%	1%	-13%	1%	-2%	20%	2%	8%	1	COc1ccc(NC(=O)CN2CCN(C(=O)N3CCOCC3)CC2)cc1
15	1%	0%	-1%	3%	-17%	-38%	20%	19%	-18	Cc1ccc(S(=O)(=O)Nc2cc(C)on2)cc1
16	-12%	-5%	12%	.	-7%	.	-3%	-22%	-3	N#CC1(NC(=O)CN2C(=O)NC(Cc3c[nH]c4ccccc34)C2=O)CCCCC1 (stereo unspecified)

# Part of the list above in order of molar mass, lowest first.
item	ERG Ets-DNA blk	GLS inhibitor	HP1b chromo inh	BAZ2B inh	JMJD2A Tudor inh	G9a inh	12-LOX inh	RGS4 inh	PI4K2A inh	canonical_smiles
3	0%	0%	-2%	-17%	?	33%[activator]	10%	15%	-6	C/C(=N\N=C1/NC(=O)C(C)S1)c1ccco1 (stereo unspecified)
8	-23%	-7%	46%	0%	0%	5%[59 µM]	0%	-10%	5	Cc1cc(C)n2nc(Cc3ccccc3)nc2n1
15	1%	0%	-1%	3%	-17%	-38%	20%	19%	-18	Cc1ccc(S(=O)(=O)Nc2cc(C)on2)cc1
2	14%	-3%	46%[activator]	0%	-3%	.	23%	-3%	0	OCC1(Cc2ccccc2)CCN(Cc2ccccn2)CC1
13	11%	-5%	10%	-11%	7%	-5%[59 µM]	-19%	-4%	?	COc1ccc2cc3cc(C(=O)NC4CC4)sc3nc2c1
11	.	-8%	19%	12%	-12%	1%[59 µM]	-7%	-12%	1	CCOC(=O)N1CCN(C2CC(=O)N(c3ccc(F)cc3)C2=O)CC1 (stereo unspecified)
14	-7%	1%	-13%	1%	-2%	20%	2%	8%	1	COc1ccc(NC(=O)CN2CCN(C(=O)N3CCOCC3)CC2)cc1
16	-12%	-5%	12%	.	-7%	.	-3%	-22%	-3	N#CC1(NC(=O)CN2C(=O)NC(Cc3c[nH]c4ccccc34)C2=O)CCCCC1 (stereo unspecified)
9	4%	-6%	36%	7%	6%	50%[12.7 µM]	0%	20%	-3	CCCCNC(=O)CCC(=O)Nc1ccc2nc(N3CCOCC3)cc(C)c2c1
1	3%	2%	80%[activator]	3%	19%	-9%[59 µM]	-17%	-5%	2	Cc1ccc(C(C)C)c(OCC(=O)Nc2c(C(=O)c3ccccc3)oc3ccccc23)c1
7	1%	-9%	39%[activator]	-28%	-11%	-5%	3%	-13%	-1	COc1ccc(Br)cc1/C=N/NC(=O)CNC(=O)C1COc2ccccc2O1 (stereo unspecified)

# More records follow:
item	ERG Ets-DNA blk	GLS inhibitor	HP1b chromo inh	BAZ2B inh	JMJD2A Tudor inh	G9a inh	12-LOX inh	RGS4 inh	PI4K2A inh	canonical_smiles
17	1%	3%	61%[activator]	16%	20%	22%	-15%	12%	2	Cc1cc(Cl)nc(-c2ccccc2)n1
18	3%	-7%	-7%	-28%	-25%	-5%[59 µM]	-9%	11%	-2	Cn1c(=O)c([N+](=O)[O-])c(NCCc2ccccc2)c2ccccc21
19	2%	5%	42%[activator]	-11%	16%	-24%	9%	-5%	-3	COc1cc(CN2CCNC(=O)C2CC(=O)NC2CCC2)cc(OC)c1 (stereo unspecified)
20	11%	18%	54%[activator]	2%	-2%	84%[activator]	?	10%	0	CC1CCc2sc(NC(=O)c3ccc(N4C(=O)CCC4=O)cc3)c(C(N)=O)c2C1 (stereo unspecified)
21	-5%	8%	30%	.	-12%	.	13%	-2%	0	C=CS(=O)(=O)N(Cc1ccccc1Br)[C@H](CO)Cc1ccccc1
22	-1%	-1%	28%	.	-17%	.	11%	10%	-2	CCOC(=O)[C@@H]1[C@H]2COc3cc(OC)ccc3[C@H]2N2C(=O)N(c3cccc(F)c3)C(=O)[C@]12C
23	-4%	-10%	34%	-2%	4%	5%[59 µM]	0%	6%	2	Nc1c(S(=O)(=O)c2ccccc2)nnn1-c1ccccc1
24	6%	8%	11%[57 µM]	-8%	-19%	12%[59 µM]	-3%	8%	2	CC(C)(C)c1ccc(S(=O)(=O)NCc2nc3cccnc3n2Cc2ccccc2Cl)cc1
25	0%	-2%	2%	3%	-6%	8%	3%	33%	0	O=C(NC1CCCC1)C1CCCN(C(=O)Nc2ccccc2)C1 (stereo unspecified)
26	3%	-15%	9%	-9%	-18%	-6%[59 µM]	-22%	8%	4	CC1=C(C(=O)Nc2cccc(C(F)(F)F)c2)C2(CCCCC2)OC1=O
27	1%	-7%	23%	1%	-14%	5%[59 µM]	-16%	-13%	-1	CCOc1cccc(CC(=O)NCc2ccc3c(c2)CCN3C(C)=O)c1OCC
28	2%	2%	33%	3%	3%	.	-1%	18%	-2	COC(=O)c1nn(-c2ccc(OC)cc2)c(=O)cc1Oc1cccc(Cl)c1
29	?	15%	30%	-6%	-6%	-5%[59 µM]	?	14%	-5	Cc1cc(NS(=O)(=O)c2ccc(NC(=O)Nc3cccc(Cl)c3)cc2)no1
30	3%	-8%	31%	-3%	-16%	21%[59 µM]	-5%	-9%	0	Cc1ccc(-c2csc(NC(=O)C3CCN(S(=O)(=O)c4cccs4)CC3)n2)cc1
31	-4%	5%	?	22µM*	40µM*	13µM*	?	-1%	-3	COc1cccc(C(=O)N(Cc2ccc(N(C)C)cc2)Cc2ccco2)c1
32	-6%	3%	?	.	20µM*	.	-2%	16%	-7	Nc1c(/C=C2/C=CC(=O)C(O)=C2)c(=O)nc2sc(CC(=O)N3CCOCC3)nn12
33	-4%	15%	-4%	-21%	-6%	.	155%[activator]	1%	-2	C=CCCOc1ccccc1C(N)=O
34	-2%&-2%	1%&-9%	41%&33%[activator]	-15%&3%	-3%&-15%	9%&20%[59 µM]	-18%&7%	-26%&-23%	-3&12	CCn1c(=O)cc(SCC(=O)NCc2ccc(C)cc2)c2ccccc21
35	3%	1%	49%[activator]	-7%	6%	-11%[12.7 µM]	-22%	-14%	-2	O=C(Cc1c(Cl)cccc1Cl)N1CCN(S(=O)(=O)c2cccs2)CC1
36	-7%	17%	20%	-15%	-10%	12%	0%	1%	1	CNC(=O)N(O)C1N(/N=C/c2ccc(C)cc2)C(=S)SC1(C)C (stereo unspecified)
37	-4%	26%	19%	-4%	2%	?	0%	-51%	0	Cn1c2c(c(=O)n(C)c1=O)C(c1ccccc1OC(F)F)C1=C(CCCC1=O)N2 (stereo unspecified)
38	4%	4%	16%	0%	4%	-4%	19%	12%	-3	O=C(CSc1ncn[nH]1)Nc1ccccc1-c1ccccc1
39	10%	12%	6%	-19%	-21%	23%[0.501 µM]	.	18%	3	COc1cccc(C2/C(=C(/O)c3ccc4c(c3)CC(C)O4)C(=O)C(=O)N2CC2CCCO2)c1 (stereo unspecified)
40	-3%	3%	27%	7%	-18%	-37%[0.0925 µM]	437%[activator]	-12%	3	Cc1nnc(C)n1/N=C/c1cccs1
41	6%	-2%	7%	2%	-16%	.	-6%	-5%	0	OCC1(CCCc2ccccc2)CCN(C2CCC2)CC1
42	10%	1%	54%[activator]	-2%	-9%	-13%	2%	13%	-3	CCC(=O)Oc1ccc(NC(=O)CSCc2ccccc2)cc1
43	9%	1%	40%[activator]	-4%	-4%	.	93%[activator]	0%	1	CN(Cc1ccccc1)C(=O)C(=O)c1cn(CC(=O)N2CCCC2)c2ccccc12
